Eya2 inh: Eya2 (human) phosphatase inhibition. AID 488837. recombinant Eya2, OMFP fluorescence dephosphorylation (OMFP is methylfluorescein phosphate). Potency, µM (titrated, usually from 76.9 µM), inactives show top-dose activity, negative = inhibition, hits mostly inhibitors. O00167. hit rate 0.006% among 330,000; also: potency is read from the fitted curve at half-maximal effect; % is scaled to controls: 0 for no effect and ±100 for the full control effect
Target sequence (O00167 whole entry, looked up): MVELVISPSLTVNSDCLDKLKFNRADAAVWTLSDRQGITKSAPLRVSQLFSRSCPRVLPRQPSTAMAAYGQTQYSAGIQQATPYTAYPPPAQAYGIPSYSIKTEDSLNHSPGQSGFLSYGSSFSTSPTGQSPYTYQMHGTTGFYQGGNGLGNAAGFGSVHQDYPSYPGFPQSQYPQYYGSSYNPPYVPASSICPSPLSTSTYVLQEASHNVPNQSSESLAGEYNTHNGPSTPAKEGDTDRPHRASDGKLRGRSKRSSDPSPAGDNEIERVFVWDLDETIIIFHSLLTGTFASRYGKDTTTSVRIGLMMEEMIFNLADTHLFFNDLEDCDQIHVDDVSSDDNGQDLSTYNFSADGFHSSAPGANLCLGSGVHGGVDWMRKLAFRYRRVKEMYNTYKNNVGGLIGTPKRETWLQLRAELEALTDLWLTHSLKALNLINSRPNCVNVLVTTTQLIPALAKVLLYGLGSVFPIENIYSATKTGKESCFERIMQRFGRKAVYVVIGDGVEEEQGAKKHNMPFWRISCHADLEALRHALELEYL
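Eya2 protein (added as 0.2 uM solution) was preincubated with compound for 10 min at ambient temperature in 50 mM HEPES pH 7.5, 50 mM NaCl, 5 uM MgCl2, 0.05% BSA, 1 mM DTT. OMFP (added at 50 uM) then reacted 10 min; fluorescence read at 485/525 nm.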
KCNH2 WT inh: KCNH2 (human, wildtype) channel inhibition. hit rate 0.37% among 340,000. activity change, % at 1.84 µM. AID 720551. Q12809. U2OS, BacMam KCNH2, thallium flux FluxOr; stronger effect = lower value;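 active = maximum activity change below -70%; inconclusive = maximum activity change between -70% and -50%; inactive = maximum activity change above -50%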; also: % is scaled to controls: 0 for no effect and ±100 for the full control effect
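U2OS cells were transduced with wild-type KCNH2 virus (2.03 x 10^8 / mL) for 4 h at room temperature, then cultured overnight at 37 C. Thallium flux was read with FluxOr dye. Rate constants were normalized to DMSO controls.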
GALK inhibitor: inhibitors of human galactokinase; Potency, µM (titrated, usually from 57.5 µM), for inactives: top-dose activity change, negative = inhibition, most hits filed as inhibitors; P51570; hit rate 0.007% among 270,000; Purified GALK, Kinase-Glo residual ATP luminescence; also: potency is read from the fitted curve at half-maximal effect; % is scaled to controls: 0 for no effect and ±100 for the full control effect
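GALK at 5 nM final was combined with compound, 35 uM ATP and 100 uM galactose in HEPES pH8.0 with MgCl2 and DTT. The reaction ran one hour at room temperature before luminescent ATP detection.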
Menin-MLL TR inh: menin-MLL binding inhibition, Texas Red mutant peptide; hit rate 0.23% among 270,000; Menin + Texas Red MLL mutant peptide, fluorescence polarization; O00255; Potency, µM (titrated, usually from 61.6 µM), inactives show at the highest dose FP activity change, negative = inhibition, hits mostly inhibitors; AID 1768; active = well fitted inhibition curve with a large enough effect in the polarisation, with a control signal flat, not every such curve was filed as active; inconclusive = small, poorly fitted or top-dose-only effect, or effect the other way, or a change in a side signal; inactive = no such curve, though single readings can be large or run the other way; the % refers to the polarisation; also: potency is read from the fitted curve at half-maximal effect; % of control where 0% means no effect; many of its hits are not listed in these tables
S-ASM inh: human S-ASM enzyme inhibition; P17405; placental ASM, HMU-PC fluorogenic substrate, 60 min; Potency, µM (titrated, usually from 57.5 µM), for the others: top-dose activity change, negative = inhibition, usual class: inhibitors; hit rate 0.006% among 340,000; AID 504937; also: potency is read from the fitted curve at half-maximal effect
Target sequence (P17405 47-631 limits assumed): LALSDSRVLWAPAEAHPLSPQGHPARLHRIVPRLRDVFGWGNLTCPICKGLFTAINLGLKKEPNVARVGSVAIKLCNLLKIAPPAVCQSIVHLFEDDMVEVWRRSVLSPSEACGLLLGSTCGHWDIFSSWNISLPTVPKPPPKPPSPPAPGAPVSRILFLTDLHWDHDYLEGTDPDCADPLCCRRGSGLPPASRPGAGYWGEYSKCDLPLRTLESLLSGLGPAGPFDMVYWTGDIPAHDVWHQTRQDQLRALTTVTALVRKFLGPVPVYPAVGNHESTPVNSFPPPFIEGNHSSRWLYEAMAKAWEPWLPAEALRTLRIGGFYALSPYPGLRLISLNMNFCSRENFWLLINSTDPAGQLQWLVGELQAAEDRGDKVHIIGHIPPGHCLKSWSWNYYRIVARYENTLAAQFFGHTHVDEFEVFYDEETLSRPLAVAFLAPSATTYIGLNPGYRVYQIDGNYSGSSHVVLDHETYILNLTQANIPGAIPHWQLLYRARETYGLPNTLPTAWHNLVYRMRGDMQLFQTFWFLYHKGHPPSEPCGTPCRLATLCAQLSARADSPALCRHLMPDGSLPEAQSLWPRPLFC
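qHTS format. ASM enzyme prepared from human placenta hydrolyses the fluorogenic substrate HMU-PC0 (9 uM final) over 60 min at 37 °C after a 10 min compound preincubation.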
PKM2 act: increases activity of human pyruvate kinase M2; P14618; purified PKM2, Kinase-Glo ATP luminescence, activation; response scale: 0% is enzyme alone, no compound; Potency, µM (top dose mostly 57.5 µM), without a hit: at the top dose activation, usual class: activators; hit rate 0.34% among 260,000; AID 1631; also: potency is read from the fitted curve at half-maximal effect; % is scaled to controls: 0 for no effect and ±100 for the full control effect; nearly all actives have a fitted effect of over 55% in size
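Purified hPK-M2 (>95%) run at intermediate activity with 0.1 mM ADP and 0.5 mM PEP in 50 mM imidazole pH 7.2, KCl, MgCl2; 1 h room temperature. ATP formed read by Kinase-Glo luminescence; normalized to uninhibited and no-enzyme controls.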
Mito fusion yeast: blocks mitochondrial division or promotes mitochondrial fusion; S. cerevisiae fusion-defective mutant growth rescue, CellTiterGlo 48 h; Potency, µM (doses to about 46.1 µM), for inactives: at the top dose growth rescue (activation), actives largely listed as activators; hit rate 0.23% among 320,000; AID 485298;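 also: potency is read from the fitted curve at half-maximal effect; % of control where 0% means no effect; nearly all actives have a fitted effect of over 45% in size; temperature-sensitive fusion mutants such as fzo1-1 at 37 °C on non-fermentable ethanol glycerol medium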
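Temperature-sensitive fusion-defective S. cerevisiae (e.g. fzo1-1, mgm1-5) were grown with compound in YPEG medium (3% ethanol, 3% glycerol) for 48 hours at 37C. Growth rescue was measured as viability by CellTiterGlo luminescence after 10 minutes at ambient.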
Chronic BCR inh: inhibitors of chronic active B-cell receptor signaling. ABC-DLBCL IkBa-CBG/CBR reporter, luminescence ratio, 4 h. Potency, µM (titrated, usually from 46.1 µM), for inactives: top-dose ratio change, negative = lower green/red ratio, most hits filed as inhibitors. hit rate 0.05% among 340,000; active = well fitted inhibition curve with a large enough effect in the signal ratio, with a control signal flat, not every such curve was filed as active; inconclusive = small, poorly fitted or top-dose-only effect, or effect the other way, or a change in a side signal; the % refers to the signal ratio;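 also: potency is read from the fitted curve at half-maximal effect; plate controls were basal doxycycline-induced cells for no effect and cells given 10 µM MG132 for full effect; MG132 reads +100%, hits lower the ratio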
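Concentration-response series (up to 46 uM) were applied to TMD8 dual-reporter cells for 4 h at 37C with doxycycline. Green/red ratio, after filter-overlap correction, defined %Activity; red signal alone was normalised to basal cells and zero luminescence.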
TSHR antag: antagonists of human thyroid stimulating hormone receptor | TSHR-expressing cells, TSH-stimulated cAMP HTRF, 2 h; stronger effect = lower value | activity change, negative = inhibition, % at 11.5 µM | hit rate 0.2% among 330,000 | AID 504810;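 active = activity change below a set negative limit, meaning inhibition stronger than a set level, cut at about -70% in these data; inconclusive = activity change between two set negative limits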; also: % is scaled to controls: 0 for no effect and ±100 for the full control effect
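TSHR-expressing cells, 200/well, pre-treated with compound, then stimulated with EC80 TSH (4nM final) for 2 hours at 37 deg C. cAMP measured by competitive HTRF: anti-cAMP cryptate antibody in lysis buffer plus cAMP-d2, read after 30 minutes at room temperature.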
MBNL1 CUG block: MBNL1-poly(CUG) RNA binding inhibition; TR-FRET MBNL1-His/biotin-(CUG)12 binding, 665/545 ratio; hit rate 0.036% among 280,000; Potency, µM (doses to about 57.5 µM), for inactives: at the highest dose activity change, negative = inhibition, hits mostly inhibitors; AID 2675; active = well fitted inhibition curve with a large enough effect in the signal ratio, with a control signal flat, not every such curve was filed as active; inconclusive = small, poorly fitted or top-dose-only effect, or effect the other way, or a change in a side signal; inactive = no such curve, though single readings can be large or run the other way; the % refers to the signal ratio; also: potency is read from the fitted curve at half-maximal effect; % is scaled to controls: 0 for no effect and ±100 for the full control effect
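His-tagged MBNL1 binding to biotinylated (CUG)12 RNA was measured by TR-FRET using terbium anti-His antibody (0.055 ng/ul final) and streptavidin-XL665 (5 nM final). Compounds were titrated 92 nM to 58 uM; 60 min at room temperature.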
USP2a inh: blocks human ubiquitin-specific protease USP2a; O75604; USP2 core, Ub-CHOP2 coupled fluorogenic reporter, 485/531; Potency, µM (highest dose often 38.3 µM), inactives show at the highest dose activity change, negative = inhibition, hits mostly inhibitors; hit rate 0.01% among 330,000; AID 463254;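 also: potency is read from the fitted curve at half-maximal effect; plate controls were DMSO wells for no effect and full inhibition by NEM control for full effect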
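Deubiquitinase activity read as fluorescence (485/531 nm) after Ub-CHOP2 cleavage activates the enterokinase reporter on its substrate; USP2 core 10nM, Ub-CHOP2 and substrate 25nM each, 30min compound preincubation then 60min RT; data normalized to NEM, curves fitted.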
* marks the source's active call; other numbers are inactive results; ? = inconclusive; · = not tested or not shown; & = joins results of further samples; [ ] = another dose, or the depositor's remark. Unless noted, calls follow the shape of the dose curve; as a rule, active = well fitted curve in the direction sought with a large enough effect; inconclusive = small, poorly fitted or top-dose-only effect, or another doubt; inactive = no such curve, though single readings can be large; an effect the other way counts as inactive or inconclusive.

Every second line gives: Eya2 inh	KCNH2 WT inh	GALK inhibitor	Menin-MLL TR inh	S-ASM inh	PKM2 act	Mito fusion yeast	Chronic BCR inh	TSHR antag	MBNL1 CUG block	USP2a inh
#1 CC(=O)c1cccc(S(=O)(=O)N2CCN(c3nc4cc(C)cc(C)c4cc3C#N)CC2)c1
 : 10%	-3	1%	0%	93%[activator]	-5%	25%	-1%	-21	21%	0%
#2 CCCc1noc2c1C(c1ccoc1)C(C#N)=C(N)N2 (stereo unspecified)
 : -6%	7	0%	1%	3%	6%	1%	?	9	-7%	-3%
#3 O=C(NCC1CCCO1)C(c1ccc(F)cc1)N(Cc1ccc(F)cc1)C(=O)Cn1nnc(-c2cccs2)n1 (stereo unspecified)
 : 3%	0	-3%	25%	2%	0%	3%	6%	-7	-4%	-1%
#4 CC(=O)Nc1ccc2c(c1)N(C(=O)CN(C)C)c1ccccc1CC2
 : 2%	1	-3%	-2%	30%	3%	1%	0%	-3	-1%	4%
#5 C[C@@H]1COC(=O)[C@@H](CC(=O)OC(C)(C)C)C/C=C\C[C@H](CC(=O)NCCO)C(=O)N1
 : 7%	3	·	·	5%	·	·	1%	-7	·	2%
#6 O=C(C1CCCN(Cc2ccc3c(c2)OCO3)C1)N1CCCC1 (stereo unspecified)
 : -9%	-4	-1%	7%	-1%	6%	0%	6%	9	-5%	-1%
#7 Nc1c(C(=O)NC2CCCC2)c2nc3ccccc3nc2n1/N=C/c1ccco1
 : -5%	-4	0%	2%	80%[activator]	11%	-1%	?	-3	-6%	2%
#8 CCOC(=O)C1CCCN(S(=O)(=O)c2cc3[nH]c(=O)c(=O)[nH]c3cc2C)C1 (stereo unspecified)
 : -4%	-4	·	8%	9%	-8%	2%	2%	-8	0%	2%
#9 COc1ccc(CCn2nnnc2CN2CCN(C(=O)c3ccco3)CC2)cc1OC
 : 8%	9	3%	1%	2%	2%	-1%	?	-4	-4%	-1%
#10 NNC(=O)C(Cc1c[nH]c2ccccc12)NC(=O)c1ccccc1 (stereo unspecified)
 : 4%	1	0%	·	-1%	4%	-10%	-13%	33	·	-4%
#11 O=S(=O)(NCC(c1ccco1)N1CCc2ccccc21)c1ccccc1 (stereo unspecified)
 : 3%	-11	·	·	-7%	·	?	0%	-5	·	-4%
#12 COc1ccccc1CCNC(=O)C(=O)NCC1OCCN1S(=O)(=O)c1ccccc1 (stereo unspecified)
 : 3%	-10	·	1%	-1%	0%	2%	3%	3	-2%	-1%
#13 CC(C)COc1cccc(C(=O)N(C)CC(=O)Nc2cccc3ccccc23)c1
 : 2%	0	·	·	-3%	·	·	-1%	-2	·	-1%
#14 O=C(NC(O)C(=O)c1cccs1)c1cccnc1 (stereo unspecified)
 : -8%	-2	-1%	-1%	4%	-1%	-2%	-1%	-4	2%	-1%
#15 COc1ccc(C(CC(=O)Nc2nccs2)n2cccc2)cc1 (stereo unspecified)
 : 14%	0	-2%	63%[activator]	-15%	-8%	5%	?	-9	4%	-2%
#16 COCCN(CC1CCCN(C2Cc3ccccc3C2)C1)C(=O)c1cccc(C)c1 (stereo unspecified)
 : -5%	3	-3%	-17%	3%	·	4%	4%	-3	-4%	2%
#17 COc1cccc(N2C(=O)CC(N3CCc4ccccc43)C2=O)c1 (stereo unspecified)
 : 6%	2	0%	-10%	-1%	0%	-4%	?	9	1%	-1%
#18 CC(C)N(Cc1ccc(F)cc1)C(=O)c1cc2ccccc2oc1=O
 : -20%	·	6%	-16%	·	-7%[11.5 µM]	1%	?	18	4%	-6%
#19 CCOC(=O)NC(NC(=S)Nc1ccc(OC)cc1)C(Cl)(Cl)Cl (stereo unspecified)
 : -7%	3	·	-11%	4%	2%	-3%	3%	-1	-9%	1%
#20 COC(=O)c1ccccc1NC(=O)c1ccccc1SC
 : 2%	-2	-2%	18%	-1%	-18%	-3%	-21%	7	?	-6%
#21 Cc1cc(C)cc(NC(=O)CSc2nnc(CNC(=O)c3ccco3)n2C)c1
 : -6%	5	·	·	1%	·	-2%	-1%	6	·	4%
#22 COc1cc2cnc(-c3ccccc3F)cc2cc1OC
 : 12%	-5	·	·	-7%	·	·	?	-12	·	-2%
#23 CCCCCCCCCCS(=O)(=O)N/N=C/c1ccccc1OC
 : -4%	-9	0%	-1%	?	-8%	0%	1%	8	-18%	-6%
#24 O=C1NC(c2ccccc2)=NC1(NS(=O)(=O)c1ccc(Cl)cc1)C(F)(F)F (stereo unspecified)
 : -10%	-1	0%	9%	-1%	8%	-8%	0%	4	-6%	-3%
#25 CCC(Sc1nc2ncccc2[nH]1)C(=O)NC1CCCC1 (stereo unspecified)
 : 3%	-1	·	-17%	5%	3%	-2%	8%	-2	1%	-1%
#26 CCNC(=O)/C(=C\C=C\c1ccccc1)NC(=O)c1ccc(Br)o1
 : 7%	23	·	3%	4%	-2%	1%	0%	0	7%[11.5 µM]	2%
#27 COc1cccc(CN(C)C(=S)Nc2ccc(C)c(C)c2)c1
 : 10%	1	1%	6%	0%	0%	-4%	-6%	-10	1%	3%
#28 CC(C)(C)c1ccc(C(=O)Nc2ccc(CN3CCS(=O)(=O)CC3)cc2)cc1
 : 9%	3	·	·	-4%	1%	0%	13%	-18	-20%	0%
#29 COc1ccc(N(CC(=O)Nc2ccccc2SC)S(C)(=O)=O)cc1OC
 : 7%	-12	1%	4%	1%	8%	-2%	-2%	-10	-1%	-1%
#30 Nc1nonc1C(=O)NCCNc1ccc([N+](=O)[O-])cn1
 : 14%	2	0%	13%	-4%	-14%	-2%	13%	4	?	-4%
#31 COc1ccc([C@H]2C=C3CN(C(=O)OC(C)(C)C)S(=O)(=O)[C@H]3C[C@H]2OC(=O)c2ccc(C(F)(F)F)cc2)cc1
 : -11%	3	-1%	·	11%	3%	-4%	-4%	-8	-6%	1%
#32 COc1ccc(N2C(=O)N(Cc3ccccc3F)c3ccccc3S2(=O)=O)cc1
 : 12%	·	0%	2%	·	-9%	-7%	-19%	-6	1%	-1%
#33 O=c1cc(/C=C/c2c(F)cccc2Cl)[nH]c2ccccc12
 : -2%	-2	·	9%	31%	6%	-2%	-1%	0	10%	-4%
#34 CCCCn1c(=O)[nH]c(=O)c2c1nc(-c1ccccn1)n2CC
 : -5%	-10	0%	-2%	11%	4%	-15%	2%	-2	12%	-2%
#35 COC(=O)c1cccc(C23CC4(C2)[C@H](CN(C)[C@@H]4c2ccccc2)C3c2ccccc2)c1 (stereo partly specified)
 : -4%	5	-2%	-6%	-4%	0%&1%	-46%[inhibitor]	?	10	-8%	-3%
#36 O=C(CSc1ccsc1[N+](=O)[O-])NCc1ccco1
 : -2%	2	-2%	2%	-6%	1%	0%	-7%	-1	?	1%
#37 CCN1c2ccccc2N(C)C1(C)c1ccccc1 (stereo unspecified)
 : -2%	-7	1%	?	-6%	12%	-1%	-2%	3	?	8%
#38 O=C(CSc1nnc(Nc2ccccc2)s1)NC1CCS(=O)(=O)C1 (stereo unspecified)
 : -16%	5	·	·	3%	·	·	-1%	4	·	1%
#39 CCOC(=O)N1CCC(NC(=O)Cn2cc3c(n2)CCC(C)C3)CC1 (stereo unspecified)
 : 3%	4	-3%	1%	3%	-21%	5%	7%	19	-7%	-1%
#40 O=C1NN=C(c2ccc(Cl)cc2)CC1c1cccc(Cl)c1 (stereo unspecified)
 : -28%	-2	-3%	·	?	-25%	7%	?	-15	-3%	-18%
#41 COc1ccc(CC(=O)NC(=S)NNC(=O)COc2c(C)cccc2C)cc1
 : 11%	-4	2%	5%	8%	-8%	-7%	3%	-4	-14%	-1%

High-throughput results from PubChem BioAssay.

Only part of the results is shown (hit frequency here may not be typical).
